Assay outcomes (PubChem)
MEP2-GFP yeast – modulators of MEP2-GFP levels in yeast, primary screen, S. cerevisiae, multiplex flow cytometry, MLPCN library | S. cerevisiae MEP2-GFP strain, 3 h; 100% = DMSO control level | actives 0.51% (n = 330,000) | AID 2016, 2009 | GFP response vs DMSO, % at 10 µM;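 active = GFP response versus DMSO above a set limit, roughly screen mean plus 3 SD, cut at about 180% in these data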;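 note: median GFP fluorescence of the barcode-gated MEP2-GFP cells per well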
VLA-4 inh – inhibition in human VLA-4 binding assay, primary screen, VLA-4 allosteric modulator project, MLPCN library, flow cytometry, VLA-4 expressing cells. ligand binding flow cytometry. inhibition, % (about 7 µM as worked out from the volumes in the protocol). actives 0.2% (n = 330,000). AID 2557, 2010; in the data active = inhibition above about 50%
Target sequence (P13612 whole entry, looked up): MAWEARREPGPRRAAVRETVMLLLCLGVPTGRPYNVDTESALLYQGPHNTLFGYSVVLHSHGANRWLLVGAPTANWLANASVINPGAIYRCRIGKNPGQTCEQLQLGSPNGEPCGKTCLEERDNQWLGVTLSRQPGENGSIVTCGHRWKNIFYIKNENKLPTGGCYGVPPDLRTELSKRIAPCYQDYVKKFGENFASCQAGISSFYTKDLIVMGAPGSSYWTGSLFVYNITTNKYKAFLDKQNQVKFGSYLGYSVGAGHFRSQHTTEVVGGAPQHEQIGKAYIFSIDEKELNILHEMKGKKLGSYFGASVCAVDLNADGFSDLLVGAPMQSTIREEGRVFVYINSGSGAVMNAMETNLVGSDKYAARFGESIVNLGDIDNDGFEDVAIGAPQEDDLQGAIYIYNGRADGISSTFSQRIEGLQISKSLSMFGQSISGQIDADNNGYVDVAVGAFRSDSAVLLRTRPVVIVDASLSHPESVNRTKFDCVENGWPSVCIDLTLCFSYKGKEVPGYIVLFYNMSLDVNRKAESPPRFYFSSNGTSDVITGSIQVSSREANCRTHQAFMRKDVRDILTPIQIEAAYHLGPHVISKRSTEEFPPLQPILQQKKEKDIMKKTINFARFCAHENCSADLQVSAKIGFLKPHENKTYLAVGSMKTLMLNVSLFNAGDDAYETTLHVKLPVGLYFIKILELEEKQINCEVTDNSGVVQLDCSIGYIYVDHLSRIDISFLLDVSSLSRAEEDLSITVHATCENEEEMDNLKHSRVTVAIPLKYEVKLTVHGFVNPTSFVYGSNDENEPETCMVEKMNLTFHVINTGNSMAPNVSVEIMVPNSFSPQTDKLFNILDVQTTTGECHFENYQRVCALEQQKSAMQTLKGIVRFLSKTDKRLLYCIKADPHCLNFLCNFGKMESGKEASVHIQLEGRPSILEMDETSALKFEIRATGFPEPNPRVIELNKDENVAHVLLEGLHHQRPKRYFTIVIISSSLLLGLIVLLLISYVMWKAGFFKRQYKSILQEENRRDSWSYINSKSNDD
RPL19A-GFP yeast – RPL19A-GFP expression modulators in yeast, primary screen, cell-based, S. cerevisiae, multiplex flow cytometry, MLPCN; S. cerevisiae RPL19A-GFP strain, 3 h; active compounds read low; percent response vs DMSO, % at 10 µM; actives 0.3% (n = 330,000); AID 2025, 2009;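 active = percent response vs DMSO below 50%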;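 note: median channel GFP fluorescence of the barcoded RPL19A-GFP strain; ratio of sample median GFP to plate DMSO average so 100% = DMSO; lower means less RPL19A-GFP as with rapamycin TOR inhibition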
GASC-1 inh – inhibitors of GASC-1 histone demethylase, primary screen, biochemical, fluorescence, DELFIA europium | GST-JMJD2C(1-420) H3K9me3 demethylation | inhibition, % at 2.35 µM | actives 0.069% (n = 330,000);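 active = more than half of a compound's replicate wells show inhibition beyond 50%, single wells judged on their own value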;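 note: signal counts dimethyl H3K9 product captured on neutravidin plate; 0% = median of DMSO wells and 100% = 0.3 times that DMSO median; strong numbers were not always called active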
AGP1 TOR yeast – modulators of AGP1-GFP expression in yeast TOR pathway, primary screen, cell-based, multiplex flow cytometry, S. cerevisiae, MLPCN library. GFP response vs DMSO, % at 10 µM. 3 h; GFP as percent of DMSO wells. AID 2066, 2009. actives 0.02% (n = 320,000);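 active = GFP response relative to DMSO above a set limit, near screen average plus 3 SD, cut at about 150% in these data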;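 note: median GFP channel fluorescence of the gated AGP1 strain per well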
CIT2 TOR yeast – modulators of CIT2-GFP expression in yeast, primary screen, S. cerevisiae, GFP fusion, multiplex flow cytometry, MLPCN library; S. cerevisiae CIT2-GFP strain, 3 h; 100 means same as DMSO wells; GFP response vs DMSO, % at 10 µM; actives 0.065% (n = 320,000);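 active = GFP response relative to DMSO above a set limit, near the screen mean plus 3 SD, cut at about 150% in these data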;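 note: ratio of well median GFP fluorescence to mean of DMSO wells on the plate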
GRK2 inh – compounds blocking aptamer binding on GRK2 – biochemical, human GRK2, bead flow cytometry, HTS, primary screen; inhibition of aptamer binding, % at 10 µM; actives 0.59% (n = 330,000); FAM-aptamer displacement from GRK2; AID 488847, 2010; Beta-adrenergic receptor kinase 1 (Homo sapiens), P25098;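 active = inhibition of aptamer binding above 40%, roughly 3 SD of noise, on plates passing a quality check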;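 note: median bead fluorescence of bound FAM aptamer so fluorescent compounds give negative values; no value below 0 was filed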
LAP4-GFP MLPCN – modulators of LAP4-GFP expression in yeast, primary screen, S. cerevisiae, multiplex flow cytometry, MLPCN library; 3 h; median GFP as percent of DMSO wells; actives 0.34% (n = 320,000); GFP response vs DMSO, % at 10 µM;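 active = GFP response vs DMSO above a set limit, about the screen mean plus 3 SD, cut at about 150% in these data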
Starred values were filed as active, the others as inactive; / = not tested or not shown; [ ] = dose if it differs, or a comment.

Sample of the layout, 4 compounds:
SMILES	MEP2-GFP yeast	VLA-4 inh	RPL19A-GFP yeast	GASC-1 inh	AGP1 TOR yeast	CIT2 TOR yeast	GRK2 inh	LAP4-GFP MLPCN
CCCCC(=O)Nc1c(O)c2ccccc2[nH]c1=O	89	3	95	-13	99	84	0	108
COc1ccc(-c2coc3cc(OC(C)=O)c(OC)cc3c2=O)cc1	96	2	98	/	93	101	0	98
COCCn1c(SCC(=O)NNC(=O)c2ccc(OC)c(OC)c2)nc2ccccc2c1=O	92	-1	89	25	87	/	0	84
CCN1CCN(c2ccc(S(=O)(=O)N3CCCCC3)cc2NC(=O)COc2ccc(F)cc2Cl)CC1	96[may fluoresce green]	-3	97[may fluoresce green]	-14	99[may fluoresce green]	102[may fluoresce green]	0	94[may fluoresce green]

Main list, from the first entry:
SMILES	MEP2-GFP yeast	VLA-4 inh	RPL19A-GFP yeast	GASC-1 inh	AGP1 TOR yeast	CIT2 TOR yeast	GRK2 inh	LAP4-GFP MLPCN
CCCCC(=O)Nc1c(O)c2ccccc2[nH]c1=O	89	3	95	-13	99	84	0	108
COc1ccc(-c2coc3cc(OC(C)=O)c(OC)cc3c2=O)cc1	96	2	98	/	93	101	0	98
COCCn1c(SCC(=O)NNC(=O)c2ccc(OC)c(OC)c2)nc2ccccc2c1=O	92	-1	89	25	87	/	0	84
CCN1CCN(c2ccc(S(=O)(=O)N3CCCCC3)cc2NC(=O)COc2ccc(F)cc2Cl)CC1	96[may fluoresce green]	-3	97[may fluoresce green]	-14	99[may fluoresce green]	102[may fluoresce green]	0	94[may fluoresce green]
O=C(CSc1nnc(CNC(=O)c2cccs2)o1)NC1CCCCC1	102	9	94	-129	/	88	3	104
C=CC[C@@H](CC(=O)N[C@H](CO)Cc1ccccc1)C(=O)N[C@H](COC(=O)[C@@H](CC=C)CC(=O)OC(C)(C)C)Cc1ccccc1	102	8	107	/	110	102	4	106
O=C1CCC(C(=O)NCc2ccccc2)N1 (stereo not drawn)	95	-9	96	5	94	100	0	85
C=CCSc1nc2c(c(=O)[nH]c(=O)n2C)n1Cc1ccccc1	94	13	102	1	98	102	0	91
O=C(N/N=C/c1cccc2cccnc12)[C@H]1C[C@@H]1c1ccccc1	99	9	93	-1	100	88	1	107
Nc1ccc(-c2c3ccccc3nc3ccccc23)cc1	104	-1	104	-4	98	95	1	93
Cc1ccc(C(=O)Nc2ccccc2C(=O)N2CCOCC2)cc1[N+](=O)[O-]	96	/	101	2	100	97	0	95
CC(=O)C1=C(C)Nc2ncnn2C1c1ccccc1Cl (stereo not drawn)	104	-7	101	3	102	108	1	97
Cc1ccc(NC(=O)Cn2cc(S(=O)(=O)c3ccc(F)cc3)c(=O)c3cc(F)ccc32)cc1	106	-12	101	3	108	100	2	108
Cc1ccc(NC(=O)c2ccc(CSc3nnc(C)s3)cc2)cc1	101	20	98	3	94	99	0	107
CC(C)CCOC(=O)C1C2C=CC3(CN(Cc4cccs4)C(=O)C13)O2 (stereo not drawn)	105	7	99	-2	102	94	0	104
O=C(Oc1ccccc1N1C(=O)C2CCCCC2C1=O)c1ccccc1 (stereo not drawn)	106	12	103	3	105	111	2	84
CC(=O)Nc1ccc(NC(=O)CSc2ccc(C)cc2)cc1	93	7	100	4	99	98	0	104
O=C(Nc1ccc(Cl)cc1)Nc1nnc(SCc2ccc(Cl)cc2)s1	102	-3	104	1	100	99	0	92
O=C(CN1C(=O)COc2ccccc21)N1CCc2ccccc2C1	103	-13	99	-21	99	107	1	95
CN1CCc2c(c3c(n2C)CCN(C)C3c2ccc(F)cc2)C1c1ccc(F)cc1 (stereo not drawn)	94	3	/	6	92	92	0	92

Only CIT2 TOR yeast, for some of the entries so far:
smiles | CIT2 TOR yeast
Cc1ccc(C(=O)Nc2ccccc2C(=O)N2CCOCC2)cc1[N+](=O)[O-] | 97
CC(C)CCOC(=O)C1C2C=CC3(CN(Cc4cccs4)C(=O)C13)O2 (stereo not drawn) | 94
O=C(Oc1ccccc1N1C(=O)C2CCCCC2C1=O)c1ccccc1 (stereo not drawn) | 111
CC(=O)C1=C(C)Nc2ncnn2C1c1ccccc1Cl (stereo not drawn) | 108
O=C(CSc1nnc(CNC(=O)c2cccs2)o1)NC1CCCCC1 | 88
CCCCC(=O)Nc1c(O)c2ccccc2[nH]c1=O | 84

The list goes on:
SMILES	MEP2-GFP yeast	VLA-4 inh	RPL19A-GFP yeast	GASC-1 inh	AGP1 TOR yeast	CIT2 TOR yeast	GRK2 inh	LAP4-GFP MLPCN
O=C(N[C@@H](Cc1ccccc1)C(=O)N1CCN(S(=O)(=O)c2ccccc2F)CC1)c1ccco1	106	10	99	1	102	117	2	93
C=CCNc1nc(C(=O)OCC(=O)c2ccc(Cl)cc2)cs1	112	4	104	-5	103	98	0	110
CCOc1ccc(OC(=O)c2cccnc2)cc1	103	-13	103	7	99	97	2	107
CCOc1ccc(Nc2nc3ccccc3n3nnnc23)cc1	99	-139	101	11	99	97	3	105
COCCN(C(=O)C(C)C)c1nnc(-c2cccc(C)c2)s1	101	11	102	-7	101	97	4	104
CCCOC(=O)c1ccc(OCC(O)CN2CCN(C(=O)c3ccccc3)CC2)cc1 (stereo not drawn)	100	19	101	6	100	103	0	99
COc1ccccc1NC(=O)CCCc1nc(-c2ccc(OC)c(OC)c2)no1	101	8	103	4	104	101	4	98
COc1ccc2[nH]c(=O)c(CN(C(=O)c3cccnc3)c3ccccc3OC)cc2c1	101	3	100	5	101	104	0	93
CCOC(=O)c1nc(C)sc1-c1ccnn1S(=O)(=O)c1ccccc1C(F)(F)F	94	-8	96	2	91	88	0	112
CCn1ncc(Br)c1C(=O)Nc1cccc(C(C)=O)c1	115	16	101	-16	94	103	3	99
CCN1C(=NCCOC)N[C@@H](c2cccc(C(F)(F)F)c2)C(C(=O)OC)=C1C	95	10	104	-4	90	82	0	85
CCCc1c(C(=O)N/N=C/c2ccccc2C(F)(F)F)nnn1-c1nonc1N	105	32	100	-1	97	103	4	97
COc1ccccc1OC(=O)C1CC(=O)N(c2ccc(Cl)cc2)C1 (stereo not drawn)	104	4	104	-4	99	89	6	122
Cc1ccccc1OCC(O)Cn1c(NCc2ccco2)nc2c1c(=O)[nH]c(=O)n2C (stereo not drawn)	93	-7	91	-17	88	93	1	93
COc1cccc(CNC(=O)[C@H](CC(C)C)NC(=O)N2CCn3c2nc2ccccc23)c1	88	0	98	-8	104	105	1	92
Cc1ccc(OCC(=O)N2CCC(N3CCCCCC3)CC2)cc1	104	14	100	11	/	100	0	99
O=c1c2ccccc2nc(-c2ccccc2)n1O	99	6	97	-21	98	90	4	106
CCOc1ccc(NC(=O)NCCN2C(C)CCCC2C)cc1 (stereo not drawn)	101	3	/	-1	97	99	3	96
CC(NC(=O)C1CCCN1S(=O)(=O)c1ccccc1)c1ccccc1 (stereo not drawn)	101	-4	103	6	106	104	0	96
COc1ccc(C(=O)NC(CCSC)C(=O)N2CCCCCC2)cc1 (stereo not drawn)	105	-8	101	11	106	112	0	99

Reprinted at random: three compounds from above.
SMILES	MEP2-GFP yeast	VLA-4 inh	RPL19A-GFP yeast	GASC-1 inh	AGP1 TOR yeast	CIT2 TOR yeast	GRK2 inh	LAP4-GFP MLPCN
CCOc1ccc(OC(=O)c2cccnc2)cc1	103	-13	103	7	99	97	2	107
Cc1ccc(C(=O)Nc2ccccc2C(=O)N2CCOCC2)cc1[N+](=O)[O-]	96	/	101	2	100	97	0	95
CC(C)CCOC(=O)C1C2C=CC3(CN(Cc4cccs4)C(=O)C13)O2 (stereo not drawn)	105	7	99	-2	102	94	0	104

The listing continues:
SMILES	MEP2-GFP yeast	VLA-4 inh	RPL19A-GFP yeast	GASC-1 inh	AGP1 TOR yeast	CIT2 TOR yeast	GRK2 inh	LAP4-GFP MLPCN
CCCN1CCN(S(=O)(=O)c2ccc3c(c2)NC(=O)C(C)C(=O)N3)CC1 (stereo not drawn)	103	7	101	-10	103	112	1	103
Cc1ccn(C(=O)c2ccc(NC(=O)C3CC3)cc2)n1	103	0	101	-8	106	100	1	111
Cc1ccc(S(=O)(=O)N2[C@@H](c3ccc(C(C)(C)C)cc3)C(C(=O)O)=CC[C@H]2c2ccc(Cl)cc2)cc1	97	23	98	/	107	97	0	104
CC1(C)Cc2c(sc(NC(=O)c3ccco3)c2C#N)CO1	103	8	101	-2	90	93	1	102
COc1ccc(/C=C2\SC(=S)N(CCC(=O)NC3=NCCS3)C2=O)cc1OC	96	-2	100	-7	96	105	0	96
C=CCSc1nnc2c(n1)OC=Nc1ccc(Br)cc1-2	108	13	98	-2	94	99	1	103
COc1ccc(NS(=O)(=O)c2cc(NC(=O)C3CC3)ccc2N2CCCCC2)cc1	76	0	94	-4	88	97	3	105
CCOC(=O)C(C)On1c(-c2ccc(Cl)cc2)nc2ccc([N+](=O)[O-])cc21 (stereo not drawn)	101	-4	97	-9	93	95	4	108
Nc1cc(-c2ccc(Br)cc2)nc2cc(-c3ccccc3)nn12	111	-4	100	17	101	108	1	119
COc1ccc(/C=N/NS(=O)(=O)c2ccccc2)cc1OC	97	0	95	-9	94	101	0	93
Cc1cc2nc(/N=C(\N)NC(=O)N3c4ccccc4Sc4ccccc43)nc(C)c2cc1C	91	10	91	-3	87	85	0	121
CCOc1ccccc1NC(=O)CSCC(=O)Nc1ccccc1	104	7	101	-5	108	113	1	105
COc1ccc(CNCCCSc2ncccn2)cc1OC	101	2	102	-2	105	105	0	99
COc1cc(-c2n[nH]c(=S)n2-c2cc(C(F)(F)F)ccc2Cl)cc(OC)c1OC	98	10	99	-6	97	97	1	93
O=C(Cn1ccc([N+](=O)[O-])n1)NCCc1c[nH]c2ccccc12	102	-5	99	-10	104	100	0	111
CNC(=O)CCN(Cc1ccco1)S(=O)(=O)c1ccc(OC)c(OC)c1	103	-6	103	7	104	111	1	105
CCOc1ccccc1N(CC(=O)Nc1ccc(S(=O)(=O)N2CCOCC2)cc1)S(=O)(=O)c1ccccc1	105	17	100	6	99	99	2	85
CN(CC(=O)Nc1ccc(Cl)c(C(F)(F)F)c1)C(=O)C1(c2ccccc2)CC1	100	-6	98	15	108	99	1	98
COc1cc(OC)cc(C(=O)NCCSc2c[nH]c3ccccc23)c1	97	18	96	9	102	99	0	103
CC(=O)c1cccc(NC(=S)NCCc2ccc(Cl)cc2)c1	105	18	107	/	110	107	1	114
COc1cccc(CN2CCN(Cc3cc4ccccc4[nH]3)CC2CCO)c1 (stereo not drawn)	108	-2	101	-3	102	104	0	108
CC(C)(C)OC(=O)N/N=C/c1cc(N=Nc2ccccc2)ccc1O	104	-11	104	13	103	109	4	100
O=C(Nc1ccccc1C(=O)N/N=C/c1ccco1)c1ccccc1Cl	103	3	101	5	101	106	0	113

Single entries from the entries so far:
CCCN1CCN(S(=O)(=O)c2ccc3c(c2)NC(=O)C(C)C(=O)N3)CC1 (stereo not drawn) | MEP2-GFP yeast: 103
Nc1cc(-c2ccc(Br)cc2)nc2cc(-c3ccccc3)nn12 | GRK2 inh: 1
CC(=O)c1cccc(NC(=S)NCCc2ccc(Cl)cc2)c1 | LAP4-GFP MLPCN: 114
CN(CC(=O)Nc1ccc(Cl)c(C(F)(F)F)c1)C(=O)C1(c2ccccc2)CC1 | VLA-4 inh: -6
